STK33 kinase inh: blocks human STK33 kinase activity; Q9BYT3; purified STK33, MBP phosphorylation, ADP-Glo luminescence; inhibition, % at 10 µM; 320,000 tested, 0.073% active; AID 2661;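 active means inhibition at or above 25%, using the most active replicate where run in duplicate; inactive means inhibition below 25%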
Target sequence (Q9BYT3 whole entry, looked up): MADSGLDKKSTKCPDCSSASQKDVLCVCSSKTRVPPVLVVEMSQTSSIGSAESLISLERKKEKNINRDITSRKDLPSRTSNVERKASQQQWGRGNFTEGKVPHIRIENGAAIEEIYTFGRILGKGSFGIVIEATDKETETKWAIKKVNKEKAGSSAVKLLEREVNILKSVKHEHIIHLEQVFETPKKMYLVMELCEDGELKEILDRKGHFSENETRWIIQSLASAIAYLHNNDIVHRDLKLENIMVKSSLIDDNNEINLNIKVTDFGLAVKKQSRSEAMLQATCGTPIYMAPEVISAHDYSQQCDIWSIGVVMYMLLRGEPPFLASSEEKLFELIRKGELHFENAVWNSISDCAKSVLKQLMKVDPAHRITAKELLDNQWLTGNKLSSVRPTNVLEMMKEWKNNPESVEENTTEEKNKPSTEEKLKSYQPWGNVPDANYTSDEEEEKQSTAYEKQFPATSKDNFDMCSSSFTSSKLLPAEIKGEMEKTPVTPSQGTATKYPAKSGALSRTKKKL
CHT block: inhibits the human high affinity choline transporter. Q9GZV3. 310,000 tested, 0.86% active. CHT-expressing cells, membrane potential dye, choline response; stronger effect = lower value. B-score at 10 µM;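 active means B-score over 3 SD under the library average, and starting fluorescence ratio not unusually high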;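 further: choline stimulus applied at its EC90 after an EC20 pre-addition; B-score computed on integrated fluorescence ratio after choline addition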
Target sequence (Q9GZV3 whole entry, looked up): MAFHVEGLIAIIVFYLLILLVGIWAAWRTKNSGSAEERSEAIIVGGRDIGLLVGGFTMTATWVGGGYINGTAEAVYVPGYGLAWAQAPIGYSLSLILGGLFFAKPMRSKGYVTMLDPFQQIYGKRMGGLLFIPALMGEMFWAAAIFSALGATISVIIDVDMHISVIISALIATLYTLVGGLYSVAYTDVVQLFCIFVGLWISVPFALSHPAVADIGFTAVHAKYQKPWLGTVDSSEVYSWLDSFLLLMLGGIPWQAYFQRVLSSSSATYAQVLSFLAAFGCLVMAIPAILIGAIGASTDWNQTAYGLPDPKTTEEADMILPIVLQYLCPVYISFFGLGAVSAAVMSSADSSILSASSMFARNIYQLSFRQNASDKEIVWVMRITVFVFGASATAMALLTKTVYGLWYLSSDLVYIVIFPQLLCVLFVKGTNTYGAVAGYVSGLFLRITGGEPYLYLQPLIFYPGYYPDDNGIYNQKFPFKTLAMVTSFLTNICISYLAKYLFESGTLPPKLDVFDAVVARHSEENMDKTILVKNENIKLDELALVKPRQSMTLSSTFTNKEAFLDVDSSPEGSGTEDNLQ
CHT allo act: allosterically activates the human high affinity choline transporter | CHT-expressing cells, membrane potential dye, choline EC20; stronger effect = higher value; LV-AA mutant CHT in HEK293 cells | B-score at 10 µM | AID 488977 | 310,000 tested, 0.49% active | Q9GZV3;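 active means initial fluorescence not abnormally high and integrated response B-score, plate-corrected, over 3 SD above library mean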
* marks the source's active call; other numbers are inactive results; i = inactive; · = no result given.

SMILES | STK33 kinase inh | CHT block | CHT allo act
CCOC(=O)c1sc2nc(N3CCOCC3)c3c(c2c1N)CCN(Cc1ccccc1)C3 | 0.6 | i | i
Cc1cc(Cl)c(OCCCN2CCCCC2)c(Br)c1 | -4.9 | i | i
COc1ccc(/C=C(/NC(=O)c2cccc([N+](=O)[O-])c2)C(=O)O)cc1 | -1.2 | i | i
CC(=O)Oc1cc2c(C(C)=O)coc2c2ccccc12 | -1.6 | i | i
Cc1ccc(O)c(C2=NNC(c3ccc(Cl)cc3)C2)c1 (stereo not given) | -0.2 | i | i
CC(=O)c1ccc(NC(=O)/C(=C\c2ccccc2)NC(=O)c2ccco2)cc1 | -1.5 | i | i
CCCCCCSc1ccc([C@H]2N[C@@](CC(C)C)(C(=O)OC)[C@H]3C(=O)N(C)C(=O)[C@@H]23)cc1OC | -1.5 | i | 7.2*
COc1cc(OC)c(NS(=O)(=O)c2c(C)[nH]c(=O)[nH]c2=O)cc1Cl | 0.6 | i | i
CC(C)NC(=O)c1cccc(Cn2cc(Cl)cn2)c1 | 0.4 | i | i
CC(=O)N1CCN(c2ccccc2NC(=O)Cc2ccc(Cl)cc2)CC1 | 0.2 | i | i
O=C(CN1CCN(Cc2ccccc2)CC1)Nc1ccc(-n2cnnn2)cc1 | -0.4 | i | i
CCN(CC)CCN1C(=O)C(O)=C(C(=O)c2sc(C)nc2C)C1c1cccnc1 (stereo not given) | -1.5 | i | i
O=C(c1cc(COc2ccc(F)cc2Cl)on1)N1CC2C[C@@H]3CC1C[C@H](C2)C3 | -2.2 | i | i
CC1=CC(C)(C)N(C(=O)C(C)N2C(=O)c3ccccc3C2=O)c2ccc(C)cc21 (stereo not given) | 0.1 | i | i
O=C(N/C(=C/c1cccs1)C(=O)N1CCOCC1)c1cccs1 | 0.0 | i | i
CCn1c(SCC(=O)Nc2ccc(F)cc2F)nc2c(c1=O)SCC2 | -1.3 | i | i
Cc1ccc(C)c(S(=O)(=O)N=Nc2c(O)[nH]c3ccccc23)c1 | -2.3 | i | i
COCCn1c(SCC(=O)c2ccccc2)nc2c(c1=O)SCC2 | -1.8 | i | i
O=C(N/N=C/c1ccc([N+](=O)[O-])s1)c1ccccc1Br | -1.6 | i | i
COc1ccc(/C=C/C(=O)OCC(=O)Nc2ccc(N3CCOCC3)cc2)cc1OC | 0.9 | -5.02* | i
Cc1ccccc1N(CC(=O)N/N=C/c1cc(C)n(-c2ccccc2C)c1C)S(C)(=O)=O | -1.7 | i | i
CCCN1CCc2c(sc(NC(=O)c3ccc(S(=O)(=O)N4CCN(C(=O)OCC)CC4)cc3)c2C(N)=O)C1 | -1.9 | i | i
CC1CCCC(C)N1C(=O)CSc1nnc(-c2cccs2)o1 (stereo not given) | -2.7 | i | i
CSc1ccccc1OCc1cc(C(=O)NCCc2ccco2)no1 | 0.1 | i | i
CS(=O)(=O)N1CCN(c2ccc(NC(=S)NC(=O)c3ccccc3[N+](=O)[O-])cc2)CC1 | -1.4 | i | i

The listing continues:
SMILES | STK33 kinase inh | CHT block | CHT allo act
O=C(/C=C/c1ccco1)NCCCN1CCOCC1 | -1.0 | i | i
CCC(=O)N/N=C(\C)CC(=O)Nc1ccc2ccccc2c1 | 0.1 | i | i
O=C(COc1ccc(F)cc1Cl)Nc1ccccc1C(=O)N1CCCCC1 | -0.2 | i | i
O=[N+]([O-])c1ccc2c(c1Nc1ccccc1)=NC1(CCCCC1)N=2 | 0.1 | i | i
Cc1cc(NC(=O)C(C)Oc2ccccc2)no1 (stereo not given) | -2.3 | i | i
COc1ccc(/C(C)=N/NS(=O)(=O)c2ccccc2)c(OC)c1 | 0.9 | i | i
Cc1ccc(-c2nn3c(C)nnc3s2)cc1NC(=O)CSc1ccc(Cl)cc1 | -0.4 | i | i
CN1CCC(=O)N([C@H](CC#N)c2ccccc2)CC1 | 0.4 | i | i
O=C(NNC(=O)c1ccc2c(c1)OCO2)NC12CC3CC(CC(C3)C1)C2 | 0.2 | i | i
CSc1ccc(C(c2c(C(=O)O)[nH]c3ccccc23)c2c(C(=O)O)[nH]c3ccccc23)cc1 | · | i | i
CCOC(=O)c1c(-c2ccc(OCC)cc2)csc1NC(=O)CCN1C(=O)c2ccccc2C1=O | -0.1 | i | i
Cc1nc2cc(-c3ccsc3-n3c(C)ccc3C)[nH]n2c(=O)c1Cl | -0.9 | i | i
NC(=O)CC(NC(=O)Cc1cccc2ccccc12)c1ccc(N2CCCCCC2)c([N+](=O)[O-])c1 (stereo not given) | 0.1 | i | i
CC(C)OC(=O)c1ccc(COC(=O)c2cccc(-c3nnc(-c4ccccc4)o3)c2)cc1 | 0.4 | i | i
COc1ccc(CNc2nc(NC(C)=O)nn2-c2ccccc2)cc1 | -1.1 | i | i
O=C(COC(=O)Cc1c(F)cccc1Cl)NC1CCS(=O)(=O)C1 (stereo not given) | -0.3 | i | i
O=C(NCc1ccccc1)C(c1ccncc1)N(C(=O)c1csnn1)c1ccccc1F (stereo not given) | 0.3 | i | i
COc1ccc(N2CCN(C(=O)c3oc4ccccc4c3NC(=O)CCc3cc(OC)no3)CC2)cc1 | -1.6 | i | i
COc1cc(NC(=S)Nc2cccc(C)n2)cc(OC)c1OC | 1.1 | i | i
CCOc1ccccc1NC(=O)Cc1ccccc1OC | -1.1 | i | i
CCN(CC(=O)Nc1cccc(S(N)(=O)=O)c1)Cc1nc2ccccc2c(=O)[nH]1 | -2.4 | i | i
Oc1c(Br)cc(Br)cc1CNc1ccc(F)cc1 | -0.5 | i | i
CCOC(=O)Cc1csc(NC(=O)CSc2nc(C)cc(=O)[nH]2)n1 | -2.3 | i | i
O=C(Cn1ncc2c(=O)oc3ccccc3c21)NC1CC1 | 0.0 | i | i
CC(=O)c1c(C)[nH]c(C(=O)Nc2cccc(C)c2C)c1C | -0.2 | i | i

More structures follow:
SMILES | STK33 kinase inh | CHT block | CHT allo act
C=CCNc1nc2c(c(=O)[nH]c(=O)n2C)n1CCCc1ccccc1 | -0.1 | i | i
CCCCNC(=O)C1CCCN(S(=O)(=O)c2ccc(S(=O)(=O)NCC(C)C)cc2)C1 (stereo not given) | 0.5 | i | i
Cc1cc(Nc2ccccc2)n(C(=O)c2ccc(Cl)cc2)n1 | -0.8 | i | i
Cc1ccc(S(=O)(=O)n2nnc3ccccc32)c(C)c1C | 1.1 | i | i
O=C(c1ccc(CN2CCc3ccccc3C2)cc1)N1CCCCC1 | -1.2 | i | i
N/C(=N\OC(=O)c1ccccc1)c1cccnc1 | 0.6 | i | i
CC(=O)N=C1C=CC(=CN(O)C(C)(C)Cc2ccccc2)C=C1 | -0.7 | i | i
COc1ccc(C2c3ccc4ccccc4c3Oc3ncn(CCCO)c(=N)c32)cc1OC (stereo not given) | -0.7 | i | i
O=C(NCc1cccs1)c1cc2ccccc2o1 | -0.3 | i | i
COc1ccc(C(=O)Nc2cc3c(cc2C#N)OCO3)cc1S(=O)(=O)NCc1ccco1 | 0.0 | i | i
COc1ccc(C2CN=NC23CCCc2ccccc2C3=O)cc1 (stereo not given) | -0.9 | i | i
CC1=C(C(=O)c2ccccc2)C(c2cn(-c3ccccc3)nc2-c2ccc(Cl)cc2)NC(=S)N1 (stereo not given) | -0.9 | i | i
CCCc1cc(=O)oc2cc(C)cc(OC(C)C(=O)NCC(O)c3ccccc3)c12 (stereo not given) | -0.1 | i | i
Cc1nc2nc(C)c(NS(=O)(=O)c3ccc(CC(C)C)cc3)c(=O)n2[nH]1 | 0.3 | i | i
CCOc1cccc(/C=N/N2CCN(c3ccc(Cl)cc3)CC2)c1O | -0.5 | i | i
CCOC(=O)c1ccc(-c2nnc(-c3ccc(Cl)cc3Cl)o2)cc1 | -0.2 | i | i
CCCn1c(CCc2ccccc2)nnc1SCC(=O)N1CCCC1 | -0.6 | i | i
COC(=O)C1CCN(C(=O)/C=C/c2ccc(OC)cc2)CC1 | 0.0 | i | i
COc1cccc(NC(=O)CNS(=O)(=O)c2ccc3nc(C)sc3c2)c1 | -0.1 | i | i
CN(Cc1cc([N+](=O)[O-])ccc1Cl)C(=O)C[n+]1ccccc1 | -0.9 | i | i
CCOC(=O)N1CCC(N2C(=O)c3ccc(C(=O)Nc4ccc(OC)c(OC)c4)cc3C2=O)CC1 | 1.8 | i | i
Cc1ccc(-c2nc(Cl)nc3ccccc23)cc1 | -0.5 | i | i
O=S(=O)(Nn1cnnc1)c1ccc2ccccc2c1 | 8.9 | i | i
COC(=O)c1ccc(/C=N/Nc2nc(-c3ccccc3)cs2)cc1 | -1.9 | i | i
CC(c1ccccc1)N1CCc2[nH]c(=S)[nH]c(=O)c2C1 (stereo not given) | -2.1 | i | i

Limited to CHT block, for some of the entries so far:
mol | CHT block
Cc1ccc(S(=O)(=O)n2nnc3ccccc32)c(C)c1C | i
O=C(c1ccc(CN2CCc3ccccc3C2)cc1)N1CCCCC1 | i
N/C(=N\OC(=O)c1ccccc1)c1cccnc1 | i
CC(=O)N=C1C=CC(=CN(O)C(C)(C)Cc2ccccc2)C=C1 | i
COc1ccc(C2c3ccc4ccccc4c3Oc3ncn(CCCO)c(=N)c32)cc1OC (stereo not given) | i
O=C(NCc1cccs1)c1cc2ccccc2o1 | i

The list goes on:
SMILES | STK33 kinase inh | CHT block | CHT allo act
CCOc1ccc(C(=O)Nc2nnn(CC)n2)cc1 | 1.3 | i | i
Cc1noc(/C=C/N(C)C)c1S(=O)(=O)N(C)CC(=O)NC1CCCCC1 | 0.3 | i | i
c1ccc2oc(-c3ccc(Nc4nc(N5CCCCC5)nc(N5CCOCC5)n4)cc3)nc2c1 | 1.4 | i | i
CCOC(=O)C1=C(C)NC(=O)CC1c1cc2c(cc1[N+](=O)[O-])OCO2 (stereo not given) | 0.1 | i | i
COc1ccc(C)cc1NC(=O)c1ccc(CN2CCN(c3ccccc3)CC2)cc1 | -0.4 | i | i
CC(C)(C)N(Cc1ccccc1)C(=O)COC(=O)CN1C(=O)C2CC=CCC2C1=O (stereo not given) | -3.8 | i | i
COC(=O)c1ccc(COc2ccc(/C=N/N3CCN(C)CC3)cc2)cc1 | -1.6 | i | i
CC12CCC(C/C1=N/OC(=O)c1cccc([N+](=O)[O-])c1)C2(C)C (stereo not given) | 2.3 | i | i
COc1ccc(C(=O)C[n+]2ccc3c(c2)nc(-c2cc(OC)c(OC)cc2OC)n3C)cc1 | -1.0 | i | i
O=C(NCCN1CCCCC1)Nc1ccccc1 | -2.3 | i | i
CCN(CC)c1ccc(/C=C2\SC(=O)N(C(C)C)C2=O)o1 | -2.8 | i | i
COc1ccccc1NC(=O)c1cc2cc(Br)ccc2oc1=N | -1.5 | i | i
CC1=CC(C)(C)Nc2ccc(OC(=O)CN3C(=O)C4CCCCC4C3=O)cc21 (stereo not given) | 0.0 | i | i
CCOC(=O)N1CCN(C(=O)c2cc(C)c3c(C)nn(-c4ccccc4)c3n2)CC1 | -0.9 | i | i
Cc1ccc(-c2noc(CNS(=O)(=O)c3ccccc3)n2)cc1 | -0.6 | i | i
O=C1CC(N2CCOCC2)C(=O)N1Cc1ccc(N2CCCC2=O)cc1 (stereo not given) | -0.7 | i | i
O=C1c2cccc3cccc(c23)C(=O)N1Cc1cccnc1 | -0.4 | i | i
CN(C)S(=O)(=O)c1ccc(/C(O)=C2/C(=O)C(=O)N(CCCN3CCOCC3)C2c2ccncc2)cc1 (stereo not given) | 0.9 | i | i
COc1ccc(Br)cc1CNC(=O)C1CCCN(S(C)(=O)=O)C1 (stereo not given) | -0.8 | i | i
O=C(NCc1ccccc1Cl)c1cccc(C(F)(F)F)c1 | 0.1 | i | i
COc1cccc(C(=O)Nc2nnc(-c3ccccc3)s2)c1OC | -0.7 | i | i
CC1CCN(C(=O)COC(=O)[C@H](C)NS(=O)(=O)/C=C/c2ccccc2)CC1 | -0.9 | i | i
Cc1c(C(=O)N2CC(C)OC(C)C2)sc2nc(-c3ccc(F)cc3)cn12 (stereo not given) | -0.8 | i | i
Cc1ccc(C(C)(C)C)cc1S(=O)(=O)NC(=O)c1ccccc1 | -2.3 | i | i
CSCC[C@H](NC(=O)C1CCCC1)c1nc2ccccc2[nH]1 | -0.3 | i | i

Ordered by length of the SMILES (lowest first): part of the list above
SMILES | STK33 kinase inh | CHT block | CHT allo act
CCN(CC)c1ccc(/C=C2\SC(=O)N(C(C)C)C2=O)o1 | -2.8 | i | i
Cc1ccc(C(C)(C)C)cc1S(=O)(=O)NC(=O)c1ccccc1 | -2.3 | i | i
O=C1CC(N2CCOCC2)C(=O)N1Cc1ccc(N2CCCC2=O)cc1 (stereo not given) | -0.7 | i | i
Cc1noc(/C=C/N(C)C)c1S(=O)(=O)N(C)CC(=O)NC1CCCCC1 | 0.3 | i | i

Additional results:
SMILES | STK33 kinase inh | CHT block | CHT allo act
CC1=CC2=NC(=O)/C(=C\c3ccc(OC(=O)c4ccco4)cc3)C(=N)N2O1 | -1.2 | i | i
COc1ccccc1NC(=O)C(=O)NCC1COc2ccccc2O1 (stereo not given) | -1.6 | i | i
CCCCCCC(=O)N(O)C1CC(=O)N(c2ccc(C)cc2)C1=O (stereo not given) | -0.8 | i | i
CC(C)NC(=O)CC(c1ccccc1)c1cc(Br)ccc1O (stereo not given) | -0.4 | i | i
COc1ccc(CC(=O)Nc2ccc(S(=O)(=O)Nc3onc(C)c3C)cc2)cc1OC | 0.0 | i | i
COCCCNC(=O)Cn1c(=O)n(CCCCCC(=O)Nc2ccccc2)c(=O)c2sccc21 | -1.5 | i | i
O=C(Nc1cc(C(=O)N2CCCC2)ccc1N1CCCC1)C1CC1 | 0.4 | i | i
CCOC(=O)c1cnn(CCOC(=O)C(C)(C)C)c1NC(=O)C(C)(C)C | 0.0 | i | i

Whole records from above. Screens in order: STK33 kinase inh, CHT block, CHT allo act
Listed for COc1ccc(CC(=O)Nc2ccc(S(=O)(=O)Nc3onc(C)c3C)cc2)cc1OC = 0.0, i, i
Listed for CC1=CC2=NC(=O)/C(=C\c3ccc(OC(=O)c4ccco4)cc3)C(=N)N2O1 = -1.2, i, i

Screening data deposited in PubChem by several laboratories.

Random draw from the library (roughly 1.5% active in at least one column).
